TR SRC2 fluor cs: Total Fluorescence Counterscreen for Inhibitors of the Interaction of Thyroid Hormone Receptor and Steroid Receptor Coregulator 2; TRb/SRC2 Texas Red total fluorescence interference; Potency, µM (top dose mostly 106 µM), for inactives: top-dose fluorescence change, negative = quenching; actives 0.29% (n = 280,000); active = well fitted curve in either direction with a large enough effect; inconclusive = small, poorly fitted or top-dose-only effect; also: % is scaled to controls: 0 for no effect and ±100 for the full control effect
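Human TRb ligand-binding domain at 0.6 uM with 20 nM Texas Red SRC2 peptide in Tris buffer containing 1 uM T3 and 5% DMSO, incubated with compound 5 h at ambient temperature. Total fluorescence (555/632 nm) calculated as parallel + 2 × perpendicular.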
Tau ThT inhib: qHTS for Inhibitors of Tau Fibril Formation, Thioflavin T Binding; recombinant tau K18 P301L, heparin-induced fibrillization, ThT fluorescence; actives 2.1% (n = 270,000); Potency, µM (doses to about 57.4 µM), for the others: top-dose activity, negative = inhibition, most hits filed as inhibitors; also: % is scaled to controls: 0 for no effect and ±100 for the full control effect; nearly all actives have a fitted effect of over 55% in size
Target sequence (P10636 561-689 P618L limits assumed): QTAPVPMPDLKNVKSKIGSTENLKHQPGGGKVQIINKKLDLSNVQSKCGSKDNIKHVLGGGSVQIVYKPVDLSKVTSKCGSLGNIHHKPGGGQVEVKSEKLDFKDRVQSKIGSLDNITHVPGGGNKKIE
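K18 P301L tau (15 uM + 0.24 uM Alexa 594-tagged), heparin 20 uM, NaOAc pH 7, 6 h 37 C; ThT 30 uM, 1 h RT, ex 450/em 510 nm.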
HTT ATP protect: qHTS Multiplex Assay to Identify Dual Action Probes in a Cell Model of Huntington: Cytoprotection (ATP). actives 0.14% (n = 230,000). AID 1471, 2008. PC12 HTT-Q103 induced, cytoprotection, ATP luminescence, 40 h. Potency, µM (series often up to 56.4 µM), for inactives: cytoprotection (ATP increase), most hits filed as activators;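 also: % of control where 0% means no effect; nearly all actives have a fitted effect of over 45% in size; toxic huntingtin expression switched on by the ecdysone agonist tebufenozide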
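Stable PC12 Q103-GFP cells in serum-supplemented, phenol red-free DMEM; induction by tebufenozide at 100 nM final; compound dose series; cell viability quantified luminescently from ATP.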
L3MBTL1 inh: qHTS Assay for the Inhibitors of L3MBTL1; Lethal(3)malignant brain tumor-like protein 1 (Homo sapiens), Q9Y468; AlphaScreen L3MBTL1–H3K9me1 peptide binding; Potency, µM (series often up to 57.1 µM), without a hit: at the highest dose activity, negative = inhibition, actives largely listed as inhibitors; actives 0.66% (n = 230,000); AID 485360, 2010; also: % is scaled to controls: 0 for no effect and ±100 for the full control effect; nearly all actives have a fitted effect of over 60% in size
Target sequence (Q9Y468 whole entry, looked up): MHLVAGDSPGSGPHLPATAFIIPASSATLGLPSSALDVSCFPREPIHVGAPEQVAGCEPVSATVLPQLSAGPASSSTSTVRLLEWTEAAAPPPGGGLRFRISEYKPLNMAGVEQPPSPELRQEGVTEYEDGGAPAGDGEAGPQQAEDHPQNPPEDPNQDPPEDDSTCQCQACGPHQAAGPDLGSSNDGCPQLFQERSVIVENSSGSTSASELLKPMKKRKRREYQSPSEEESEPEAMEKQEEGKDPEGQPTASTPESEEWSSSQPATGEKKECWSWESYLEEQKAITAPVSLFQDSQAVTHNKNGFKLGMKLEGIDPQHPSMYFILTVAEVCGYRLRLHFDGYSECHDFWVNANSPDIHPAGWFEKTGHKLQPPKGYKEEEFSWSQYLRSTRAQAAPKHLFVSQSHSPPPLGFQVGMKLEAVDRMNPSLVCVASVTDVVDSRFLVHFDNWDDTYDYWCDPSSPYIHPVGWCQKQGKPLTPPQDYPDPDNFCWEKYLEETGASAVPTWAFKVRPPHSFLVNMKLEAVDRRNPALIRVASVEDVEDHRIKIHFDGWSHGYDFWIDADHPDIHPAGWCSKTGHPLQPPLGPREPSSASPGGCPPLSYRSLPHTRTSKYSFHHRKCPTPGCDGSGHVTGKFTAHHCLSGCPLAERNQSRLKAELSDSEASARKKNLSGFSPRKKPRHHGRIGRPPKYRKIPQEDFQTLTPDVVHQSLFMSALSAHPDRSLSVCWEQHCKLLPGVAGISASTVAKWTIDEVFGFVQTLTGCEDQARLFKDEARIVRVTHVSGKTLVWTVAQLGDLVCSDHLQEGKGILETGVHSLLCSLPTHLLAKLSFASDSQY
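Displacement of a biotinylated histone H3(1-15) peptide monomethylated at Lys9 (75 nM) from L3MBTL1 (50 nM) was measured by AlphaScreen after a 30 min room-temperature compound incubation; cefsulodin titration served as intraplate control.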
Tau fluor counter: Counterscreen qHTS for Inhibitors of Tau Fibril Formation, Fluorescence Polarization | Potency, µM (top dose mostly 57.7 µM), for the others: top-dose activity change, negative = decrease | tau K18 P301L Alexa594 fluorescence, heparin fibrillization | AID 1463, 2008 | actives 0.93% (n = 280,000); also: % is scaled to controls: 0 for no effect and ±100 for the full control effect; nearly all actives have a fitted effect of over 55% in size
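Human tau K18 P301L (15 uM unlabeled, 0.24 uM Alexa 594-labeled) in 100 mM sodium acetate pH 7 with 20 uM heparin, 6 hr at 37 C. ThT 30 uM added, 1 hr ambient; Alexa 594 FP and total fluorescence read at 555/632 nm.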
RECQ1 helicase: qHTS Assay for Inhibitors of RecQ-Like Dna Helicase 1 (RECQ1). ATP-dependent DNA helicase Q1 (Homo sapiens), P46063. RECQ1 DNA unwinding, red fluorescence kinetic read. Potency, µM (titrated, usually from 57.3 µM), for inactives: top-dose activity, negative = inhibition, actives largely listed as inhibitors. actives 0.54% (n = 240,000). AID 2549, 2010;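 also: plate controls were vehicle for no effect and no enzyme for full effect; nearly all actives have a fitted effect of over 30% in size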
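50 nM RECQ1T1 preincubated 15 min with compound in Tris pH 8.0 buffer with MgCl2, DTT, Tween-20 and 2.5 ug/ml poly(dI-dC); started with 200 nM TAMRA/BHQ-2 forked duplex and 2 mM ATP. Unwinding read as fluorescence (525/598 nm), two reads 2 h apart.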
Tau FP inhib: qHTS for Inhibitors of Tau Fibril Formation, Fluorescence Polarization; Microtubule-associated protein tau (Homo sapiens), P10636; K18 P301L tau heparin fibrillization, Alexa594 FP, 6 h; Potency, µM (titrated, usually from 57.7 µM), without a hit: at the highest dose activity, negative = inhibition, most hits filed as inhibitors; actives 0.39% (n = 280,000); also: % is scaled to controls: 0 for no effect and ±100 for the full control effect; nearly all actives have a fitted effect of over 55% in size
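Heparin (20 uM) drove fibril formation of recombinant tau K18 P301L, 15 uM unlabeled with 0.24 uM Alexa 594 label, for 6 hr at 37 C in 100 mM sodium acetate pH 7. Fluorescence polarization (555/632 nm) read 1 hr after 30 uM ThT.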
TRb SRC2 PPI: qHTS for Inhibitors of the Interaction of Thyroid Hormone Receptor and Steroid Receptor Coregulator 2 | actives 0.065% (n = 280,000) | TRbeta-SRC2 peptide binding, fluorescence polarization; receptor liganded with 1 µM T3 | Potency, µM (series often up to 106 µM), for inactives: at the highest dose activity change, negative = inhibition, usual class: inhibitors | Thyroid hormone receptor beta (Homo sapiens), P10828;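 also: plate controls were bound peptide for no effect and peptide without receptor for full effect; nearly all actives have a fitted effect of over 50% in size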
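Fluorescence polarization of 20 nM Texas Red SRC2 peptide with 0.6 uM human TRb ligand-binding domain, in Tris buffer with 1uM T3 and 5% DMSO. Incubated 5 hr ambient; normalized to unbound and bound controls.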
* marks the source's active call; other numbers are inactive results; i = inactive; ? = inconclusive; . = no result given; [ ] = another dose, or the depositor's remark. Unless noted, calls follow the shape of the dose curve; as a rule, active = well fitted curve in the direction sought with a large enough effect; inconclusive = small, poorly fitted or top-dose-only effect, or another doubt; inactive = no such curve, though single readings can be large; an effect the other way counts as inactive or inconclusive. Potency is read from the fitted curve at half-maximal effect. Some of the compounds tested, so the mix of outcomes need not match the whole.

SMILES	TR SRC2 fluor cs	Tau ThT inhib	HTT ATP protect	L3MBTL1 inh	Tau fluor counter	RECQ1 helicase	Tau FP inhib	TRb SRC2 PPI
O=C(Nc1ccccc1C(=O)N1CCCCC1)c1cccc(S(=O)(=O)N2CCOCC2)c1	-5%	4%	-7%[1.9 µM]	-3%	-3%	-10%	11%	-5%
Cc1nc(C)c(-c2ccn(S(=O)(=O)c3ccc(Cl)cc3)n2)o1	-2%	-5%	-9%[10 µM]	3%	-13%	i	0%	-4%
CC(=O)C(Cl)C(=O)Nc1ccccc1 (configuration not stated)	-4%	25µM*	-8%	2%	-15%	-4%	?	1%
CC(C)c1nnc(NC(=O)C2CCCN2S(=O)(=O)c2ccc(Cl)cc2)s1 (configuration not stated)	-1%	-2%	3%	-6%	7%	-10%	-7%	4%
CC(=O)C1=C(c2ccccc2)OC(N)=C(C#N)C1c1ccc(O)cc1 (configuration not stated)	-3%	-5%	7%[10 µM]	1%	-3%	4%	-5%	-2%
O=S(=O)(c1ccccc1)c1cnn2c(C(F)(F)F)cc(-c3ccc(F)cc3)nc12	1%	5%	16%	-4%	6%	7%	0%	0%
CCC(C)C(NC(=O)OCc1ccccc1)C(=O)OCN1C(=O)c2ccccc2C1=O (configuration not stated)	-1%	-13%	-9%	7%	-15%	-13%	4%	-5%
Cc1ccc(NC(=O)C/C(N)=N/OC(=O)c2ccccc2)cc1	-1%	-9%	-16%	-10%	-16%	-11%	-3%	3%
CCN(CC)S(=O)(=O)c1ccc(C(=O)N2CCCCC2)cc1	-2%	-7%	-2%	.	-1%	-9%	0%	4%
Clc1ccccc1-c1cc(NCc2cccnc2)ncn1	-3%	-6%	-10%	.	-8%	-5%	-8%	4%
CCOC(=O)N1CCN(CCC(=O)c2ccc(OC)cc2)CC1	-5%	?	?	.	9%	-7%	20%	-9%
Cc1ccc(N=Cc2cc(Cl)cc(Cl)c2O)nc1	-2%	?	-9%[10 µM]	6%	0%	5%	-13%	1%
CC(C)(O)C#Cc1ccc([C@@H]2C[C@H]3CN(c4ccccc4)C(=O)[C@]34CCCN24)s1	2%	?	-62%[inhibitor][10 µM]	-8%	-2%	19%	-1%	-2%
O=C(CC1NCCc2ccccc21)Nc1ccccc1 (configuration not stated)	-2%	-2%	-18%	-4%	-2%	-14%	7%	0%
COc1ccc(Cl)cc1NC(=O)CN(C)CC(=O)Nc1ccccc1N1CCOCC1	-5%	-7%	-97%[inhibitor]	.	-5%	-3%	8%	-5%

Entries shown so far with four or more nitrogen atoms, in the order listed:
SMILES	TR SRC2 fluor cs	Tau ThT inhib	HTT ATP protect	L3MBTL1 inh	Tau fluor counter	RECQ1 helicase	Tau FP inhib	TRb SRC2 PPI
CC(C)c1nnc(NC(=O)C2CCCN2S(=O)(=O)c2ccc(Cl)cc2)s1 (configuration not stated)	-1%	-2%	3%	-6%	7%	-10%	-7%	4%
Clc1ccccc1-c1cc(NCc2cccnc2)ncn1	-3%	-6%	-10%	.	-8%	-5%	-8%	4%
COc1ccc(Cl)cc1NC(=O)CN(C)CC(=O)Nc1ccccc1N1CCOCC1	-5%	-7%	-97%[inhibitor]	.	-5%	-3%	8%	-5%

The listing continues:
SMILES	TR SRC2 fluor cs	Tau ThT inhib	HTT ATP protect	L3MBTL1 inh	Tau fluor counter	RECQ1 helicase	Tau FP inhib	TRb SRC2 PPI
O=C(CN1C(=O)c2ccccc2C1=O)OCC(=O)N1CCc2ccccc2C1	-2%	-3%	-7%[4.97 µM]	-5%	-3%	i	2%	-2%
O=C(Nc1ccc(N2CCN(C(=O)c3ccco3)CC2)c(Cl)c1)c1cccs1	-1%	?	4%[1.9 µM]	-5%	?	-4%	2%	7%
CCCCc1nc(SCC(=O)Nc2cc(C)on2)n[nH]1	1%	-6%	-2%[10 µM]	9%	3%	-14%	2%	-2%
O=C(CN1C(=O)C2CC=CCC2C1=O)Nc1ccc(S(=O)(=O)NC2=NCCCCC2)cc1 (configuration not stated)	-4%	-10%	-3%	-4%	-14%	-6%	-1%	-20%
CCCCOc1ccc(C2C3CN(C(=O)OCC)CC=C3C(C#N)=C(N)C2(C#N)C#N)cc1OC (configuration not stated)	-2%	?	-18%[0.074 µM]	-4%	-16%	-2%	?	-12%
O=C(CN1C(=O)COc2ccc(S(=O)(=O)N3CCCC3)cc21)N1CCN(c2ccccc2)CC1	0%	2%	.	.	-5%	.	2%	-14%
Cc1noc(C)c1C(=O)N1CCc2ccccc2C1	-2%	-5%	4%	5%	0%	-4%	-8%	-1%
Cc1ccc(NS(=O)(=O)c2cc(NC(=O)c3cc(=O)[nH]c(=O)[nH]3)ccc2Cl)c(C)c1	0%	-8%	2%[10 µM]	.	?	i	-13%	1%
O=C(NCCC(c1ccccc1)c1ccccc1)c1cccs1	-8%	-2%	6%[10 µM]	16%	-18%	-9%	-10%	-1%
CCOC(=O)N1CCN(C(=O)COC(=O)c2ccc(O)cc2O)CC1	3%	-16%	-7%	7%	0%	-7%	-9%	2%
COc1ccccc1OCCC(=O)O	1%	-2%	3%	11%	0%	i	9%	-3%
N#Cc1cccc(NC(=O)C2CCN(S(=O)(=O)c3ccc4[nH]c(=O)ccc4c3)CC2)c1	2%	7%	.	.	-7%	.	1%	0%
NC1=NC(=O)/C(=C/c2cccs2)S1	0%	0%	-35%	?	-2%	-2%	2%	2%
CN(C)c1ccc(C(=O)c2ccc(O)cc2O)cc1	-3%	?	22%[1.9 µM]	-7%	-24%	-10%	13%	-7%
COc1cccc2[nH]c3c(N4CCC(C)CC4)ncnc3c12	-10%	-11%	-50%[inhibitor][0.074 µM]	24%	-18%	7%	-3%	-3%
O=C(Nc1nc2cc3c(cc2s1)OCCO3)c1ccc(N2C(=O)CCC2=O)cc1	-1%	.	-1%[10 µM]	.	-20%	-3%	-12%	-4%
CN(CC(=O)NCc1ccc(F)cc1)S(=O)(=O)c1cccc2nsnc12	3%	6%	15%[10 µM]	-2%	5%	-5%	1%	-2%
CC(=O)C1=C(c2ccccc2)NC(=O)NC1c1ccccc1OCC(=O)NCc1ccccc1 (configuration not stated)	-1%	-7%	-17%	.	-7%	-12%	3%	1%
O=C(NCc1cccnc1)Nc1ccccc1F	-3%	-5%	5%[10 µM]	5%	-4%	0%	-3%	5%
Cc1ccc(N=Cc2ccc(N(C)C)cc2)cc1C	-1%	-5%	-32%[inhibitor]	.	-1%	-1%	2%	-3%
COc1ccccc1NC(=O)N1CCN(c2cccc(C(F)(F)F)c2)CC1	-1%	-9%	4%	4%	-10%	1%	3%	10%
OC(COc1ccccc1)CN1CCN(c2ncccn2)CC1 (configuration not stated)	3%	-7%	-29%	6%	1%	i	7%	0%
CC(C)(C)C(=O)Oc1ccc2cc(-c3ccc4ccccc4n3)c(=O)oc2c1	-14%	?	10%[10 µM]	0%	-20%	0%	-4%	2%
Cc1onc(-c2c(Cl)cccc2Cl)c1C(=O)c1c[nH]c(C(=O)NCCCN2CCOCC2)c1	-4%	1%	-37%	-4%	-6%	-4%	-4%	1%
COc1ccc(NC(=O)Cn2c(=O)n(CCC(=O)NCc3ccccc3OC)c(=O)c3ccccc32)cc1Cl	-10%	15%	.	.	3%	.	-16%	-6%
COc1ccc(-c2nnc(NC(=O)CSc3ccccc3)s2)cc1OC	2%	-7%	-12%[10 µM]	1%	-3%	-4%	-10%	-5%
O=C(O)c1ccc(Cl)c(S(=O)(=O)NCC2CCCO2)c1 (configuration not stated)	0%	-7%	3%	.	-2%	-1%	6%	-3%
O=C(c1cccs1)c1cn(CCOc2ccccc2F)c2ccccc12	-4%	-4%	.	.	?	.	?	2%
Cc1ccc(C)c(NC(=O)CSc2nc(C)cc(C)c2C#N)c1	-2%	-5%	10%[10 µM]	?	-4%	0%	5%	-19%
COc1ccccc1CNC(=O)C1CCN(Cc2cc3ccccc3n2Cc2cccc(C)c2)CC1	-27%	-12%	.	.	-12%	.	-8%	6%

The list goes on; it opens with the 2 that closed the last part.
SMILES	TR SRC2 fluor cs	Tau ThT inhib	HTT ATP protect	L3MBTL1 inh	Tau fluor counter	RECQ1 helicase	Tau FP inhib	TRb SRC2 PPI
Cc1ccc(C)c(NC(=O)CSc2nc(C)cc(C)c2C#N)c1	-2%	-5%	10%[10 µM]	?	-4%	0%	5%	-19%
COc1ccccc1CNC(=O)C1CCN(Cc2cc3ccccc3n2Cc2cccc(C)c2)CC1	-27%	-12%	.	.	-12%	.	-8%	6%
Cc1cccc(OCCc2c(C)[nH]c(=S)[nH]c2=O)c1	0%	-5%	-30%[inhibitor]	.	-6%	4%	-4%	-2%
COc1ccccc1NC(=O)CSCC(N)=O	-3%	-12%	4%	.	-8%	-2%	?	2%
COC(=O)c1c(NC(=O)c2ccc(S(=O)(=O)N(C)C3CCCCC3)cc2)sc2c1CCN(C)C2	1%	-2%	.	.	-4%	.	-4%	7%
CCN(CC)C(=O)CSc1nnc(CNc2ccc(F)cc2)n1Cc1ccco1	-3%	-2%	19%	.	-4%	3%	-10%	2%
Cc1ccc(NC(=O)C2CCCN2S(=O)(=O)c2ccc3nc(-c4ccccc4)[nH]c3c2)cc1C (configuration not stated)	-1%	-15%	.	.	32µM*[quencher]	.	?	0%
Cc1cc2oc(=O)cc(-c3ccccc3)c2c(C)c1-c1ccc(N(C)C)cc1	3%	?	.	-20%	?	i	7%[81.3 µM]	5%
N#Cc1ccc(C(=O)N2CCN(c3nc4ccc(F)cc4s3)CC2)cc1	-1%	-2%	.	.	-4%	.	-9%	-12%
